Compound activity as filed in PubChem BioAssay.
KB-3-1 tox: qHTS assay for MDR1-selective chemotherapeutics: Primary screen using the parental adenocarcinoma cell KB-3-1; Potency, µM (highest dose often 46.1 µM), for the others: at the top dose activity change, negative = cytotoxic, usual class: cytotoxic; AID 1347075, 2019; KB-3-1 viability, CellTiter-Glo ATP luminescence, 72 h; actives 1.4% (n = 400,000); also: % is scaled to controls: 0 for no effect and ±100 for the full control effect; nearly all actives have a fitted effect of over 60% in size
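KB-3-1 parental drug-naive adenocarcinoma cells in DMEM/10% FBS, incubated 72 h at 37 C with pin-transferred compounds across a concentration series. Viability by CellTiter-Glo luminescence; concentration-response curves fitted after normalization.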
KB-V1 MDR tox: qHTS assay for MDR1-selective chemotherapeutics: Primary screen using the drug-selected MDR subline cells KB-V1; Potency, µM (titrated, usually from 46.1 µM), for the others: top-dose activity change, negative = cytotoxicity, usual class: cytotoxic; actives 3.4% (n = 400,000); AID 1347076, 2019; KB-V1 MDR cells viability, CellTiter-Glo, 72 h; also: % is scaled to controls: 0 for no effect and ±100 for the full control effect; nearly all actives have a fitted effect of over 60% in size
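Cytotoxicity toward P-gp-expressing KB-V1 cells was determined as loss of CellTiter-Glo luminescence after 72 h at 37 degrees C. Compounds were tested in quantitative HTS format across a concentration range, with curves fitted to normalized data.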
TDP43 rescue: qHTS of TDP-43 Inhibitors. actives 1.8% (n = 410,000). TDP-43 expressing yeast growth rescue, BacTiter-Glo, 24 h. Potency, µM (titrated, usually from 46.1 µM), inactives show at the top dose growth rescue (activation), hits mostly activators; also: % of control where 0% means no effect; nearly all actives have a fitted effect of over 50% in size
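Luminescence from BacTiter-Glo reports growth of TDP-43-expressing yeast after 24 hr at 30 deg C with compound. Cells were raffinose-pregrown to mid-log, then seeded in galactose medium at OD600=0.02.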
HT1080 IDH1KD tx: qHTS for induction of synthetic lethality in tumor cells producing 2HG: qHTS for the HT-1080-IDH1KD cell line | HT-1080 IDH1 knockdown viability, ATP luminescence, 48 h | Potency, µM (series often up to 46.1 µM), without a hit: at the highest dose activity, negative = toxicity, usual class: cytotoxic | actives 2% (n = 360,000);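 also: 0% = DMSO wells and -100% = cell-free medium wells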
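% activity derives from luminescence (CellTiter-Glo), normalised to DMSO and no-cell wells. HT-1080-IDH1KD cells, 750/well, had 48 h compound exposure at 37 °C.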
HEK293 tox: qHTS of GLP-1 Receptor Inverse Agonists: Cytotox Screen; HEK293 cAMP-luciferase reporter cells, luminescence, 24 h; Potency, µM (doses to about 38.3 µM), for inactives: at the highest dose activity change, negative = inhibition, hits mostly inhibitors; actives 0.13% (n = 410,000); AID 624418, 2012;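 also: loss of luciferase light is scored as toxicity; % is scaled to controls: 0 for no effect and ±100 for the full control effect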
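Seeding density was 200 cells/uL; after overnight-length (12 h) culture, 23 nL compounds went on for 24 h at 37 °C. Readout used a luciferase detection reagent, luminescence taken after 12 min at room temperature.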
SW480 rereplic: A quantitative high throughput screen for small molecules that induce DNA re-replication in SW480 colon adenocarcinoma cells; actives 1.8% (n = 340,000); Potency, µM (doses to about 46.1 µM), without a hit: at the top dose re-replication activation, actives largely listed as activators; AID 624297, 2012; SW480 DNA re-replication, Hoechst DNA content imaging, 48 h; also: % of control where 0% means no effect; nearly all actives have a fitted effect of over 55% in size
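DNA re-replication was detected as more nuclei of elevated Hoechst intensity after 48 hr exposure to compound (23 nL pinned per well of 250 cells).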
GLP1R ag: qHTS of GLP-1 Receptor Agonists. Glucagon-like peptide 1 receptor (Homo sapiens), P43220. HEK293 GLP-1R CRE-luciferase, luminescence, 4-6 h; cells express a hypersensitive GLP-1R form. Potency, µM (top dose mostly 45.6 µM), for the others: top-dose activation, hits mostly activators. actives 0.007% (n = 380,000); also: % of control where 0% means no effect
Target sequence (P43220 whole entry, looked up): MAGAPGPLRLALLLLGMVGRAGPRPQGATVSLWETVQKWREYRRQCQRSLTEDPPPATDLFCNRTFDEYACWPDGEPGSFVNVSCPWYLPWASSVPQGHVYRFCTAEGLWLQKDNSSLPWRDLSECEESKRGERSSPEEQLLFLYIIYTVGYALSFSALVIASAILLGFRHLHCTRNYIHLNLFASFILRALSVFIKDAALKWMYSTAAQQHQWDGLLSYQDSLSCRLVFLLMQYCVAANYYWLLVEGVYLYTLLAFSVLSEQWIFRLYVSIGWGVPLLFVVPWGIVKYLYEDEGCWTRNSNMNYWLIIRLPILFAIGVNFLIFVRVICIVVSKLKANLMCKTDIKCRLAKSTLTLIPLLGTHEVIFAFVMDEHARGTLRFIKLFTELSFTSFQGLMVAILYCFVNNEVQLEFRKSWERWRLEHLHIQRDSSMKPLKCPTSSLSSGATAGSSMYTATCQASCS
HT1080-NT tox: qHTS for induction of synthetic lethality in tumor cells producing 2HG: qHTS for the HT-1080-NT fibrosarcoma cell line; actives 1.6% (n = 360,000); Potency, µM (titrated, usually from 46.1 µM), without a hit: top-dose activity, negative = less viability, most hits filed as cytotoxic; HT-1080-NT fibrosarcoma viability, CellTiter-Glo ATP luminescence, 48 h;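 also: NT is the 2HG producing partner of a matched IDH1 knockdown line; 0% = DMSO-treated cells and -100% = media-only wells without cells; nearly all actives have a fitted effect of over 55% in size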
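Toxicity toward the 2HG-producing NT line was scored as %Activity, normalised to DMSO and no-cell wells, from CellTiter-Glo luminescence after 48 hours' treatment.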
GLP1R inv ag: qHTS of GLP-1 Receptor Inverse Agonists (Inhibition Mode); HEK293 GLP-1R CRE-luciferase, luminescence, 24 h; GLP-1R form is constitutively active; Potency, µM (highest dose often 38.3 µM), for the others: at the top dose activity change, negative = inhibition, hits mostly inhibitors; AID 624417, 2012; Glucagon-like peptide 1 receptor (Homo sapiens), P43220; actives 1.6% (n = 410,000); also: % is scaled to controls: 0 for no effect and ±100 for the full control effect; nearly all actives have a fitted effect of over 55% in size
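Stable HEK293 clone (constitutively active GLP-1R + cAMP-response luciferase); 200 cells/uL plated, 12 h pre-culture, compound 24 hr, 37 deg C/5% CO2; detection reagent 12 min RT; luminescence.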
* = called active by the depositor; [ ] = another dose, or the depositor's remark. Calls follow the shape of the dose curve; as a rule, active = well fitted curve in the direction sought with a large enough effect; inconclusive = small, poorly fitted or top-dose-only effect, or another doubt; inactive = no such curve, though single readings can be large; an effect the other way counts as inactive or inconclusive. Potency is read from the fitted curve at half-maximal effect.

Results for COc1cc(NC(=O)C2CCCO2)c(OC)cc1Cl (configuration not stated) ?
KB-3-1 tox: 8%; KB-V1 MDR tox: 0%; TDP43 rescue: 5%; HT1080 IDH1KD tx: 15%; HEK293 tox: 13%; SW480 rereplic: -3%; GLP1R ag: 2%; HT1080-NT tox: 23%; GLP1R inv ag: 0%

What do the screens show for `COc1ccc(-c2nnc(NC(=O)c3ccccc3[N+](=O)[O-])s2)c(OC)c1`?
KB-3-1 tox: 18%; KB-V1 MDR tox: -9%; TDP43 rescue: 11%; HT1080 IDH1KD tx: 6%; HEK293 tox: 3%; SW480 rereplic: -16%; GLP1R ag: -5%; HT1080-NT tox: -3%; GLP1R inv ag: 5%

What do the screens show for `CCN1C(=O)C(O)(CC(=O)c2ccc(-n3cccc3)cc2)c2ccccc21` (configuration not stated)?
KB-3-1 tox: 14%; KB-V1 MDR tox: 8%; TDP43 rescue: 8%; HT1080 IDH1KD tx: 19%; HEK293 tox: 4%; SW480 rereplic: inconclusive; GLP1R ag: 4%; HT1080-NT tox: 1%; GLP1R inv ag: 0%

Results for COc1cc(NC(=O)CN(C)Cc2ccc(OC(F)F)cc2)c(C)cc1[N+](=O)[O-] ?
KB-3-1 tox: -1%; KB-V1 MDR tox: inconclusive; TDP43 rescue: 10%; HT1080 IDH1KD tx: -2%; HEK293 tox: -14%; SW480 rereplic: 2%; GLP1R ag: 0%; HT1080-NT tox: -2%; GLP1R inv ag: -23%

What do the screens show for `COc1ccc(C)cc1NC(=O)c1ccc(OC(F)F)cc1`?
KB-3-1 tox: -9%; KB-V1 MDR tox: -23%; TDP43 rescue: 5%; HT1080 IDH1KD tx: -7%; HEK293 tox: -7%; SW480 rereplic: -6%; GLP1R ag: 1%; HT1080-NT tox: -2%; GLP1R inv ag: -25%

What do the screens show for `CCc1ccccc1Nc1nc2ccccc2n1C`?
KB-3-1 tox: 0%; KB-V1 MDR tox: 0%; TDP43 rescue: -24%[9.22 µM]; HT1080 IDH1KD tx: -12%; HEK293 tox: -14%; SW480 rereplic: 1%; GLP1R ag: 4%; HT1080-NT tox: 5%; GLP1R inv ag: -13%

What do the screens show for `O=C(Nc1nc2ccccc2s1)c1ccc2c(c1)OCO2`?
KB-3-1 tox: -18%; KB-V1 MDR tox: -25%; TDP43 rescue: 2%; HT1080 IDH1KD tx: inconclusive; HEK293 tox: -20%; SW480 rereplic: -5%; GLP1R ag: -29%; HT1080-NT tox: inconclusive; GLP1R inv ag: inconclusive

What do the screens show for `Nc1nonc1-n1nnc(C(=O)N/N=C/c2ccccc2)c1CSc1ccccc1`?
KB-3-1 tox: 1%; KB-V1 MDR tox: 0%; TDP43 rescue: 9%; HT1080 IDH1KD tx: -6%; HEK293 tox: -3%; SW480 rereplic: inconclusive; GLP1R ag: 10%; HT1080-NT tox: -4%; GLP1R inv ag: -6%

How did CC(C)(C)C(=O)COC(=O)CCc1nc2ccccc2[nH]c1=O do in these assays?
KB-3-1 tox: inconclusive; KB-V1 MDR tox: 4%; TDP43 rescue: -5%; HT1080 IDH1KD tx: 12%; HEK293 tox: 3%; SW480 rereplic: -18%; GLP1R ag: 4%; HT1080-NT tox: 10%; GLP1R inv ag: 2%

How did CCn1nc(C)cc1C(=O)N1CCCC(N2CCN(c3ccccc3OC)CC2)C1 (configuration not stated) do in these assays?
KB-3-1 tox: 6%; KB-V1 MDR tox: inconclusive; TDP43 rescue: -24%; HT1080 IDH1KD tx: -2%; HEK293 tox: 3%; SW480 rereplic: -1%; GLP1R ag: 10%; HT1080-NT tox: -5%; GLP1R inv ag: -19%

Results for O=C(CSc1cccc[n+]1[O-])Nc1ccc2c(c1)OCO2 ?
KB-3-1 tox: -8%; KB-V1 MDR tox: inconclusive; TDP43 rescue: -9%; HT1080 IDH1KD tx: 7%; HEK293 tox: 2%; SW480 rereplic: -5%; GLP1R ag: 2%; HT1080-NT tox: 4%; GLP1R inv ag: 9%

Results for CCCc1cc(C(=O)Cc2nc3ccccc3s2)c(O)cc1O ?
KB-3-1 tox: -6%; KB-V1 MDR tox: 0%; TDP43 rescue: 3%; HT1080 IDH1KD tx: -15%; HEK293 tox: 396%[activator]; SW480 rereplic: 2%[9.22 µM]; GLP1R ag: -12%; HT1080-NT tox: -16%; GLP1R inv ag: -12%

How did COc1cccc(CNC(=O)CCNS(=O)(=O)c2ccc3c(c2)CCCC(=O)N3)c1 do in these assays?
KB-3-1 tox: -10%; KB-V1 MDR tox: 2%; TDP43 rescue: 2%; HEK293 tox: 14%; GLP1R ag: -7%; GLP1R inv ag: 7%

Results for O=C(Nc1ccccc1)c1cc(C2CCCCN2S(=O)(=O)c2ccccc2)on1 (configuration not stated) ?
KB-3-1 tox: inconclusive; KB-V1 MDR tox: -15%; TDP43 rescue: 27%; HT1080 IDH1KD tx: 12%; HEK293 tox: -2%; GLP1R ag: 9%; HT1080-NT tox: -7%; GLP1R inv ag: inconclusive

Results for O=C(Cn1cnc2c(OCc3ccccc3)ncnc21)NCc1ccccc1 ?
KB-3-1 tox: 0%; KB-V1 MDR tox: 0%; TDP43 rescue: 2%; HT1080 IDH1KD tx: inconclusive; HEK293 tox: -13%; SW480 rereplic: 15µM*; GLP1R ag: 3%; HT1080-NT tox: inconclusive; GLP1R inv ag: inconclusive

Of the compounds above, 2 have fluorine.
Results for COc1cc(NC(=O)CN(C)Cc2ccc(OC(F)F)cc2)c(C)cc1[N+](=O)[O-] ?
KB-3-1 tox: -1%; KB-V1 MDR tox: inconclusive; TDP43 rescue: 10%; HT1080 IDH1KD tx: -2%; HEK293 tox: -14%; SW480 rereplic: 2%; GLP1R ag: 0%; HT1080-NT tox: -2%; GLP1R inv ag: -23%

What do the screens show for `COc1ccc(C)cc1NC(=O)c1ccc(OC(F)F)cc1`?
KB-3-1 tox: -9%; KB-V1 MDR tox: -23%; TDP43 rescue: 5%; HT1080 IDH1KD tx: -7%; HEK293 tox: -7%; SW480 rereplic: -6%; GLP1R ag: 1%; HT1080-NT tox: -2%; GLP1R inv ag: -25%

Later entries:
Results for CCCC(C)NC(=O)CN1C(=O)NC2(CCc3ccccc32)C1=O (configuration not stated) ?
KB-3-1 tox: 2%; KB-V1 MDR tox: 22%; TDP43 rescue: 13%; HT1080 IDH1KD tx: 8%; HEK293 tox: 3%; SW480 rereplic: -2%; GLP1R ag: 4%; HT1080-NT tox: 12%; GLP1R inv ag: 1%

Results for Cc1nc2cc(-c3cccs3)[nH]n2c(=O)c1C ?
KB-3-1 tox: 2%; KB-V1 MDR tox: -24%; TDP43 rescue: 2%; HT1080 IDH1KD tx: -3%; HEK293 tox: 1%; SW480 rereplic: -5%; GLP1R ag: -1%; HT1080-NT tox: 0%; GLP1R inv ag: 14%

How did COc1ccccc1C(C)NCC(=O)NCC(=O)Nc1ccc(F)c(F)c1F (configuration not stated) do in these assays?
KB-3-1 tox: -8%; KB-V1 MDR tox: -18%; TDP43 rescue: -14%; HT1080 IDH1KD tx: -18%; HEK293 tox: 2%; SW480 rereplic: -4%; GLP1R ag: 10%; HT1080-NT tox: -12%; GLP1R inv ag: inconclusive

Results for CCOc1ccc(/C=C/c2[nH]c(=O)[nH]c(=O)c2[N+](=O)[O-])cc1 ?
KB-3-1 tox: -5%; KB-V1 MDR tox: 2%; TDP43 rescue: -3%; HT1080 IDH1KD tx: 10%; HEK293 tox: -3%; SW480 rereplic: -2%; GLP1R ag: -1%; HT1080-NT tox: 21%; GLP1R inv ag: 3%

What do the screens show for `CCCCCN(C(=O)NC(=O)Nc1ccccc1C)S(C)(=O)=O`?
KB-3-1 tox: -6%; KB-V1 MDR tox: 5%; TDP43 rescue: -1%; HT1080 IDH1KD tx: 0%; HEK293 tox: 1%; SW480 rereplic: 8%; GLP1R ag: -1%; HT1080-NT tox: 0%; GLP1R inv ag: -12%

What do the screens show for `CCC(=O)N1CCc2cc(S(=O)(=O)CCC(=O)N3CCc4ccccc4C3)ccc21`?
KB-3-1 tox: 0%; KB-V1 MDR tox: -13%; TDP43 rescue: 4%; HT1080 IDH1KD tx: 4%; HEK293 tox: -7%; SW480 rereplic: 1%[9.22 µM]; GLP1R ag: 1%; HT1080-NT tox: 4%; GLP1R inv ag: 1%

How did Cc1ccc(F)cc1CNC(=O)C1CCC(=O)N(CCCN2CCCC2=O)C1 (configuration not stated) do in these assays?
KB-3-1 tox: 2%; KB-V1 MDR tox: 2%; TDP43 rescue: 15%; HT1080 IDH1KD tx: 2%; HEK293 tox: -2%; SW480 rereplic: -4%; GLP1R ag: -9%; HT1080-NT tox: 4%; GLP1R inv ag: 6%

How did Cc1cc(C(=O)N2CCCC(Nc3ccc(F)cc3)C2)c(C)o1 (configuration not stated) do in these assays?
KB-3-1 tox: 1%; KB-V1 MDR tox: 2%; TDP43 rescue: 15%; HT1080 IDH1KD tx: 0%; HEK293 tox: -4%; SW480 rereplic: -16%; GLP1R ag: 6%; HT1080-NT tox: 1%; GLP1R inv ag: -28%

What do the screens show for `COc1ccc(Cl)cc1NC(=O)COc1cccc2c(=O)n(C)ccc12`?
KB-3-1 tox: 13%; KB-V1 MDR tox: -2%; TDP43 rescue: inconclusive; HEK293 tox: -1%; GLP1R inv ag: 25%
